# ADAM10 inh – human ADAM10 inhibitors, primary screen, biochemical, QFRET, HTS; 370,000 compounds, 0.62% hits; AID 720582, 2013; recombinant ADAM10, EDANS/DABCYL FRET peptide cleavage, 3 h; Disintegrin and metalloproteinase domain-containing protein 10 (Homo sapiens), O14672; inhibition, % at 7 µM;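 active = inhibition above a per-campaign cutoff equal to the mean of compounds falling between control-based bounds plus 3 SD, cut at about 20% in these data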;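 also: 0% = DMSO wells while the 100% control is not disclosed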
# Target sequence (O14672 214-748 limits assumed): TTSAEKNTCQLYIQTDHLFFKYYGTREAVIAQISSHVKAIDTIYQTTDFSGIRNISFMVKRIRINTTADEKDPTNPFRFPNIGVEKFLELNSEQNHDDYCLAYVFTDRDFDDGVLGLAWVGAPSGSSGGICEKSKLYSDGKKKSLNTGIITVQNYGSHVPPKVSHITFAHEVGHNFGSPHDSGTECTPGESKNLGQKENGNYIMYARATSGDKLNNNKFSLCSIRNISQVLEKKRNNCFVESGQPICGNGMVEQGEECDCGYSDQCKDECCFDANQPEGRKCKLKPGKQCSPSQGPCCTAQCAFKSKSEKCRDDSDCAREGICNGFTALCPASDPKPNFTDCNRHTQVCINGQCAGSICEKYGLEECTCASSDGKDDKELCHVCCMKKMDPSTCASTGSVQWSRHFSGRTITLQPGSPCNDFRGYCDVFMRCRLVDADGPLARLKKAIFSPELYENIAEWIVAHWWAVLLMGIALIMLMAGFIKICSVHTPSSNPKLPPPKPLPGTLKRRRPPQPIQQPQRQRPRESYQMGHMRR
# hcDAF-12 act – H. contortus DAF-12 nuclear receptor activators, primary screen, cell-based, luminescence, HEK293, lit1-tk-luc reporter. AID 652067, 2013. activation, % at 6.8 µM. 370,000 compounds, 1.4% hits. HEK293 hcDAF-12 lit1-tk-luc reporter; 0% DMSO, 100% Δ7-dafachronic acid;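 active = activation above the mean of all tested compounds plus 3 SD, cut at about 5.5% in these data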;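 also: 100% = response to 3 µM Δ7-dafachronic acid high control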
# PG9 binder – binders of HIV-1 gp120 antibody PG9, primary screen, biochemical, TR-FRET; TR-FRET gp120-PG9 antibody binding; inhibition, % at 6.7 µM; 360,000 compounds, 0.43% hits; in the data active = inhibition above about 8.5%
# ADAM17 inh – ADAM17 inhibitors, primary screen, biochemical, QFRET. recombinant ADAM17, EDANS/DABCYL FRET peptide cleavage. AID 720648, 2013. 370,000 compounds, 0.83% hits. inhibition, % at 6.95 µM. Disintegrin and metalloproteinase domain-containing protein 17 (Homo sapiens), P78536;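 active = inhibition above the mean of compounds lying between control limits plus 3 SD, set per campaign, cut at about 8.5% in these data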;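 also: 0% = DMSO-only wells as the low control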
# Target sequence (P78536 215-824 limits assumed): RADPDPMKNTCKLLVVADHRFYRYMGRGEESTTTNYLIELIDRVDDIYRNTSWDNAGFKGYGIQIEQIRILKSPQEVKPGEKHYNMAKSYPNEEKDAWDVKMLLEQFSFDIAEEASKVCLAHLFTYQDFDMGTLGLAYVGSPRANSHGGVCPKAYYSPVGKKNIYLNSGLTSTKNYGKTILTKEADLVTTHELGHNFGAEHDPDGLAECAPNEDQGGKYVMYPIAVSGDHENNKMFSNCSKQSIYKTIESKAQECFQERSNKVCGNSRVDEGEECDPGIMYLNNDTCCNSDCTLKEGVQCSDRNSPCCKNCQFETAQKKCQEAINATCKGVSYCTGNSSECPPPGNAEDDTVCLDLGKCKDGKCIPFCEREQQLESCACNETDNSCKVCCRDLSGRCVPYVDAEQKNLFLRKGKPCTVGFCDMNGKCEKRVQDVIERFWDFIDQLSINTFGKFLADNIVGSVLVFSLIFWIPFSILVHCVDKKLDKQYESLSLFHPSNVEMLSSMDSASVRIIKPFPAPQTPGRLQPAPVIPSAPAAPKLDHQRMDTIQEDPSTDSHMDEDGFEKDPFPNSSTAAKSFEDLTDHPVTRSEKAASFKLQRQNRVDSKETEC
# DAX1 inh-1 – DAX1 (NR0B1) inhibitors on StAR promoter, primary screen, cell-based, luminescence, SF-1 (NR5A1), full-length DAX-1. 370,000 compounds, 1.1% hits. AID 652010, 2013. inhibition, % at 6.8 µM. HEK293T StAR-luciferase reporter, SF-1/DAX-1 repression relief;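 active = inhibition above the mean over all tested compounds plus 3 SD, cut at about 3.6% in these data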;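 also: 0% = DAX-1 cells with DMSO and 100% = cells lacking DAX-1 with DMSO; higher inhibition means more luminescence from relief of DAX-1 repression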
# SMARCA2 act – SMARCA2 (BRM) function activators, primary screen, cell-based, luminescence, high throughput | MG213 cells, MMTV-luciferase reporter, dexamethasone, overnight | activation, % at 9.1 µM | 370,000 compounds, 1% hits | AID 652017, 2013; in the data active = activation above about 7.8%;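 also: 0% = vehicle wells and 100% = reference activator wells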
# hgDAF-12 ag – H. glycines DAF-12 receptor agonists, primary screen, cell-based, luminescence, HEK293, GAL4 fusion, UAS-luciferase | Nuclear hormone receptor DAF-12 (Heterodera glycines), GAL4 fusion | HEK293 GAL4-hgDAF12 UAS-luciferase reporter, agonist luminescence; normalized to butyrate control | activation, % at 6.8 µM | 370,000 compounds, 1.8% hits | AID 687014, 2013;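 active = activation above a cutoff set at the mean of all screened compounds plus 3 SD, cut at about 10% in these data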;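 also: 0% = DMSO wells and 100% = sodium butyrate wells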
# ssDAF12 agonist – S. stercoralis DAF-12 nuclear receptor activators, primary screen, cell-based, luminescence, HEK293, GRIP1 co-expression, lit1-tk-luc. 370,000 compounds, 1% hits. activation, % at 6.8 µM. HEK293 ssDAF-12/GRIP1 lit1-tk-luc reporter; % of 3 µM dafachronic acid response. AID 652126, 2013. Nuclear hormone receptor DAF-12 (Strongyloides stercoralis);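 active = activation above the mean over all tested compounds plus 3 SD, cut at about 0.9% in these data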;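 also: 0% = DMSO-only wells and 100% = 3 µM delta7-dafachronic acid wells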
# FXN GAA850 act – FXN promoter activators, primary screen, cell-based, luciferase luminescence, HEK293 lucGAA850; HEK293 lucGAA850 FXN promoter luciferase reporter, 24 h; percent of 10 µM SAHA response; activation, % at 6 µM; 360,000 compounds, 0.56% hits; AID 540364, 2011;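 active = activation above the average of all compounds screened plus 3 SD, cutoff fixed separately per campaign, cut at about 7.5% in these data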;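 also: 0% = DMSO wells and 100% = 10 µM SAHA wells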
# DAX1 inh-2 – DAX1 (NR0B1) inhibitors, primary screen, cell-based, HEK293, Gal4-DAX1, luciferase luminescence; HEK293 Gal4-DAX1 luciferase reporter; inhibition, % at 6.75 µM; 340,000 compounds, 0.99% hits; AID 504766, 2011;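 active = inhibition above the mean over all tested compounds plus 3 SD, cut at about 4.2% in these data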;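 also: 0% = DAX1-transfected cells with DMSO and 100% = empty-vector control cells with DMSO; inhibition shows as a rise in luminescence from relieved DAX1 repression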
# GC-A act – GC-A stimulated cGMP production enhancers – HEK293 GC-A cells, cGMP TR-FRET, EC30 ANP, primary screen; Atrial natriuretic peptide receptor 1 (Homo sapiens), P16066; 0% at EC30 ANP, 100% saturating ANP; activation, % at 10 µM; 370,000 compounds, 0.14% hits; in the data active = activation above about 40%
# Active calls of the source: *; . = no result given.
nr	SMILES	FXN GAA850 act	hcDAF-12 act	PG9 binder	ADAM10 inh	SMARCA2 act	GC-A act	DAX1 inh-1	DAX1 inh-2	ADAM17 inh	ssDAF12 agonist	hgDAF-12 ag
1	CC(C)NC(=S)Nc1ccc2nc3n(c(=O)c2c1)CCCCC3	-0.2	0.3	-2.4	-25	6	0	0.5	-0.8	-6	-1.3	0.5
2	Cc1ccc(NC(=O)C2CC(=O)n3c(nc4ccccc43)N2)cc1 (stereo not given)	2.0	-1.0	0.5	-10	-1	0	0.3	0.5	-1	-1.6	-1.2
3	CC(C)CCNC(=O)CSc1nc2ccccc2s1	3.0	0.6	0.9	-5	-2	1	-0.2	-0.3	-2	-0.7	0.4
4	O=C(CCNS(=O)(=O)c1ccccc1C(F)(F)F)NNC(=O)C1COc2ccccc2O1 (stereo not given)	-0.9	1.2	-0.7	5	-2	5	-0.1	0.6	-1	-0.8	-0.1
5	CCCCN(Cc1cccs1)S(=O)(=O)c1ccc(-c2ccc(=O)[nH]n2)s1	4.2	0.0	-1.5	3	0	-6	0.2	0.6	-1	-1.5	-0.5
6	Cc1nn(CC(=O)Nc2ccc3nc4n(c(=O)c3c2)CCCC4)c(C)c1[N+](=O)[O-]	-0.1	-0.5	-5.0	2	-2	-3	-0.5	0.8	-4	-1.0	-2.0
7	CCOC(=O)CSc1nc2c(c(=O)n1-c1ccc(OC)cc1)SCC2	-0.2	-0.8	-1.2	-4	1	-1	-0.6	-0.3	-1	-0.6	1.3
8	CC1(C)CC(=O)c2ccc(O)cc2O1	1.0	1.3	-3.2	-11	-2	5	0.7	-0.5	-3	-0.9	-2.0
9	Cc1ccc(S(=O)(=O)N2CCCCC2)cc1NC(=O)Cn1ccsc1=N	3.6	-1.4	1.3	6	-2	4	-0.1	-0.1	-2	-1.5	-2.8
10	Cc1ccc2nc(SCC(=O)NCc3ccccc3)nc(=O)n2c1	0.9	-0.1	0.2	-73	1	-1	0.5	-0.6	-24	-0.8	-0.5

# New compounds follow
nr	SMILES	FXN GAA850 act	hcDAF-12 act	PG9 binder	ADAM10 inh	SMARCA2 act	GC-A act	DAX1 inh-1	DAX1 inh-2	ADAM17 inh	ssDAF12 agonist	hgDAF-12 ag
11	CC(C)OC(=O)/C(=C\c1cccc2ccccc12)NC(=O)c1ccccc1	0.8	0.3	-3.8	4	0	-6	-0.6	0.8	3	-0.9	1.8
12	Cc1ccccc1NS(=O)(=O)CCCCC(Cl)(Cl)Cl	1.5	-0.8	1.4	12	-2	-2	0.0	-0.3	2	-0.7	-0.5
13	O=C(COc1ccc(Br)cc1)Nc1ccc(S(=O)(=O)Nc2ccccn2)cc1	2.1	-0.7	-1.9	-22	0	2	0.0	-0.2	-7	-0.8	1.1
14	C=CCNC(=S)NNC(=O)c1cccn(Cc2ccc(Cl)cc2)c1=O	1.4	-0.1	0.5	-405	-5	1	-0.2	0.6	-62	-1.1	-1.7
15	COc1ccccc1C(=O)NNC(=O)c1cccc(C)c1	2.2	5.2	-1.5	-2	6	5	1.5	2.0	-4	1.1*	7.9
16	COc1ccc(NS(=O)(=O)c2ccc(NC(=S)NC(=O)c3ccc(F)cc3)cc2)nn1	-0.6	-2.9	0.4	4	3	-1	-0.2	-0.2	-1	-1.5	1.5
17	Cc1cc(C(=O)Nc2cccc3ccccc23)c(C)o1	2.1	-0.5	-2.2	0	1	0	0.1	-2.0	-1	-0.1	1.5
18	Cc1ccc2cc3c(nc2c1)N(c1ccccc1)CC3	4.0	-0.3	0.5	-186	-2	-8	-0.5	-0.3	-52	-1.9	-3.8
19	Cc1cccc(-n2cc(CN3CCN(C(=O)c4ncn[nH]4)CC3)c(-c3cccc(F)c3)n2)c1	1.4	-1.8	-1.6	6	-1	2	0.4	0.1	-2	-1.7	1.9
20	Cc1ccc(S(=O)(=O)N2CCCCC2)cc1NS(=O)(=O)c1ccc(Cl)c(C(=O)O)c1	-0.8	-0.9	-0.5	-11	-3	6	1.1	0.1	-4	0.0	-2.1

# More results:
nr	SMILES	FXN GAA850 act	hcDAF-12 act	PG9 binder	ADAM10 inh	SMARCA2 act	GC-A act	DAX1 inh-1	DAX1 inh-2	ADAM17 inh	ssDAF12 agonist	hgDAF-12 ag
21	CSc1ccccc1C(=O)OCC(=O)N1CCN(C(C)=O)CC1	0.8	1.8	-0.9	3	-1	-1	1.9	0.3	-2	-1.2	-2.5
22	Nc1c(C(=O)N2CCCC2)sc2nc(-c3ccccc3)ccc12	3.8	0.7	-0.2	-10	6	5	0.3	2.9	-5	-0.1	8.5
23	C[C@@H](C[C@@H](O)[C@H](O)C(C)(C)O)[C@@H]1CC[C@]2(C)C3=CC[C@H]4C(C)(C)C(=O)CC[C@]4(C)[C@H]3CC[C@@]12C	-2.4	-0.6	-3.2	-2	-1	-5	-0.6	-0.6	-1	-1.1	-1.3
24	COc1cc(C(C)=O)ccc1Oc1ncnc2c1cnn2-c1ccccc1	0.6	-0.8	-0.7	-6	-3	3	0.0	-1.4	-6	-0.8	2.0
25	Cc1cnc(NC(=O)c2nn(C)cc2[N+](=O)[O-])s1	-4.0	-3.2	0.1	1	-6	3	-1.1	-2.2	0	-1.9	-6.2
26	O=C(CSc1ccc(-c2nc3ccccc3[nH]2)cn1)N1CCN(C(=O)c2ccco2)CC1	-0.5	-0.1	1.1	-153	-1	2	-1.3	-0.1	-48	-0.4	-1.9
27	CN(C)c1ccc(CNC(=O)c2ccc(CNc3c(N4CCCCC4)c(=O)c3=O)cc2)cc1	0.6	-0.3	-5.3	-13	0	-4	-0.5	0.2	-3	-1.2	-2.3
28	COc1ccc(C(=O)Oc2c(CN3CCOCC3)cc(Cl)c3cccnc23)cc1OC	.	-0.1	-1.1	-4	-1	3	0.6	.	1	-0.5	0.8
29	CC(Oc1ccccc1)C(=O)N1CCC2(CC1)Oc1ccc(F)cc1C(=O)C21CC(c2ccc(Cl)cc2)=NO1 (stereo not given)	-1.2	-0.6	0.6	10	0	1	-0.3	0.7	1	-1.6	1.7
30	O=C(O)c1ccc(-c2noc(-c3cccc(F)c3)n2)cc1	4.3	0.0	-1.3	-2	4	0	2.3	2.0	-7	-0.7	6.4

# New compounds follow
nr	SMILES	FXN GAA850 act	hcDAF-12 act	PG9 binder	ADAM10 inh	SMARCA2 act	GC-A act	DAX1 inh-1	DAX1 inh-2	ADAM17 inh	ssDAF12 agonist	hgDAF-12 ag
31	CC(=O)c1ccc2c(c1)N(Cc1ccccc1Cl)C(=O)C(C)S2 (stereo not given)	2.3	-6.0	-0.6	-18	-11	9	-8.1	.	-2	-2.2	-11
32	CN(C)S(=O)(=O)c1ccc(C(=O)OCC(=O)Nc2ccccc2OC(F)F)cc1	-2.8	-0.9	-0.2	-4	-2	3	-0.6	0.1	-2	-1.5	1.1
33	NS(=O)(=O)c1ccc(CNC(=O)c2cccc(S(=O)(=O)N3CCc4ccccc43)c2)cc1	-0.8	-1.7	-1.4	6	-5	-2	-2.1	-0.5	2	-1.4	-1.9
34	CCOc1ccc(-n2c(SC(C)C)nc3c(c2=O)SCC3)cc1	-0.1	-0.1	-0.9	-4	2	1	0.1	-0.9	0	-1.0	-2.5
35	Cc1ccccc1C(=O)Nc1cccc(-c2ccc3nncn3n2)c1	0.4	0.3	-1.3	1	1	0	-0.6	-0.9	-5	-1.1	-4.6
36	CCn1c(=O)n(CC)c2cc(S(=O)(=O)Nc3ccccc3C)c(C)cc21	-0.7	-1.8	-2.2	4	-4	-1	-1.1	0.6	8	-1.6	-5.2
37	Cc1cccc(NC(=O)/C(C#N)=C\c2cn(CC(=O)O)c3ccccc23)c1	1.2	-0.3	0.2	-5	-4	-4	0.1	0.1	-1	-1.1	-1.1
38	CC(C)Cn1c(C(C)C)nc([N+](=O)[O-])c1Sc1ccc(Cl)cn1	-3.7	-0.6	2.2	2	-2	7	-1.0	0.3	-3	-1.1	-1.5
39	O=C(CSc1nc(Nc2ccccc2)nc(N2CCOCC2)n1)Nc1ccc2c(c1)OCCO2	1.7	-1.1	0.8	10	-3	5	0.2	0.3	2	-0.8	-2.5
40	COc1ccccc1Oc1ccc2c(c1)C(=O)N(c1ccc(Br)c3cccnc13)C2=O	0.8	-0.5	1.3	1	1	12	-0.1	1.1	-2	-1.1	2.8

# (continued)
nr	SMILES	FXN GAA850 act	hcDAF-12 act	PG9 binder	ADAM10 inh	SMARCA2 act	GC-A act	DAX1 inh-1	DAX1 inh-2	ADAM17 inh	ssDAF12 agonist	hgDAF-12 ag
41	COC(=O)c1ccc(O)c(Sc2cc(C(=O)OC)ccc2O)c1	-0.4	-0.8	-1.1	2	1	1	0.5	1.4	-1	-0.5	-0.9
42	CCCCCN1CCCCC(NC(=O)Cc2ccccc2)C1=O (stereo not given)	.	-2.0	.	-1	-1	2	0.1	.	-2	-1.0	-4.3
43	Cn1cc(S(=O)(=O)CC(=O)Nc2ccc3c(c2)OCCO3)c2ccccc21	0.0	3.4	-0.5	4	5	0	-0.2	-0.7	-2	-0.1	0.8
44	CCOC(=O)[C@H]1[C@H]2COc3ccc(Cl)cc3[C@@H]2N2C(=O)c3cc(C)ccc3NC(=O)[C@@]12C	-8.7	-0.8	0.3	-3	0	-6	1.2	0.5	0	-1.5	0.0
45	COC(=O)C1(C)NC(c2ccc(O)cc2)C2C(=O)N(c3ccc(C)cc3)C(=O)C21 (stereo not given)	0.1	-1.1	0.1	14	-3	0	0.2	0.9	6	-0.6	-2.3

# Reformatted in transposed form: part of the list above
43. Cn1cc(S(=O)(=O)CC(=O)Nc2ccc3c(c2)OCCO3)c2ccccc21
42. CCCCCN1CCCCC(NC(=O)Cc2ccccc2)C1=O (stereo not given)
44. CCOC(=O)[C@H]1[C@H]2COc3ccc(Cl)cc3[C@@H]2N2C(=O)c3cc(C)ccc3NC(=O)[C@@]12C
1. CC(C)NC(=S)Nc1ccc2nc3n(c(=O)c2c1)CCCCC3
entry no. | 43 | 42 | 44 | 1
FXN GAA850 act | 0.0 | . | -8.7 | -0.2
hcDAF-12 act | 3.4 | -2.0 | -0.8 | 0.3
PG9 binder | -0.5 | . | 0.3 | -2.4
ADAM10 inh | 4 | -1 | -3 | -25
SMARCA2 act | 5 | -1 | 0 | 6
GC-A act | 0 | 2 | -6 | 0
DAX1 inh-1 | -0.2 | 0.1 | 1.2 | 0.5
DAX1 inh-2 | -0.7 | . | 0.5 | -0.8
ADAM17 inh | -2 | -2 | 0 | -6
ssDAF12 agonist | -0.1 | -1.0 | -1.5 | -1.3
hgDAF-12 ag | 0.8 | -4.3 | 0.0 | 0.5

# Assay outcomes from PubChem BioAssay.
